# STAT3 blocker = inhibitors of IL-6 induced STAT3 signaling. U3A cells, IL-6 STAT3-luciferase reporter, luminescence; host cell line lacks STAT1. AID 862. inhibition, % at 5.5 µM. 0.89% of 190,000 active;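 active = inhibition above the mean inhibition across all screened compounds plus 3 SD, cut at about 44% in these data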;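 also: 0% = DMSO only wells and 100% = 100 µM nifuroxazide control wells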
# NF-kB expr up = NF-kB expression increase, human neuronal cells; NF-kB reporter expression; stronger effect = higher value; fold change at 12.5 µM; 1.6% of 190,000 active; AID 1239; in the data active = fold change above about 3.3
# STAT1 blocker = reduces IFN-gamma driven STAT1 reporter signal; NIH 3T3 STAT1-luciferase reporter, luminescence; inhibition, % at 5.5 µM; 0.35% of 200,000 active;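 active = inhibition above a set limit, the mean inhibition across all tested compounds plus 3 SD, cut at about 34% in these data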;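 also: 0% = IFN-gamma with DMSO and 100% = IFN-gamma with 300 µM nifuroxazide; values of inactives mirror those of a sister screen read the other way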
# Hsp70 activator = Hsp70 transcriptional activation, primary screen. AID 1203. HeLa Hsp70 promoter luciferase reporter, luminescence; scaled: vehicle 0, proteasome-inhibitor control 100%. activation, % at 10 µM. 0.04% of 200,000 active;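 active = activation above the mean across all tested compounds plus 3 SD, cutoff set per campaign, cut at about 5.5% in these data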;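 also: 100% = MG132 at 30 µM as the positive control and 0% = DMSO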
# STAT3 act = activators of IL-6 induced STAT3 signaling. U3A cells, IL-6 STAT3-luciferase reporter, luminescence; 100% = signal with IL-6 EC80 alone. activation (% of control), % at 5.6 µM. 0.91% of 190,000 active. AID 871;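 active = activation above the screen-wide mean of compound activation plus 3 SD, cut at about 130% in these data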;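 also: 0% = background luminescence of wells with medium and substrate only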
#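 Assay system – human STAT1-deficient U3A cells with stable STAT3-luciferase reporter · Also added – IL-6 (33 ng/mL) · Schedule – compound 1 h, then IL-6 6 h at 37 °C · Technique – reporter luminescence signal · Evaluation – % activation versus median of IL-6-stimulated wells · Benchmarks – IL-6-only wells as 100% reference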
# STAT1 activator = STAT1 signaling activation | NIH 3T3 STAT1-luciferase reporter, IFN-gamma, luminescence; 100% = IFN-gamma alone, no compound | activation (% of control), % at 5.5 µM | 2.6% of 200,000 active;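 active = activation above the screen-wide mean activation plus 3 SD, cut at about 130% in these data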;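 also: raw ratio to IFN-gamma control signal so 100% means no change and 0% no light; values of inactives mirror those of a sister screen read the other way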
# RAM inhibit = inhibitors of the yeast RAM network | S. cerevisiae dse1pr::URA3 reporter, 5-FOA growth OD615, 2 d; analog-sensitive cbk1-as2 kinase mutant strain | inhibition, % at 50 µM | 1.8% of 190,000 active;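 active = inhibition above a set limit, 3 SD over mean compound inhibition, cut at about 8.4% in these data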;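 also: 0% = DMSO-only wells with no growth and 100% = 10 µM 1-NA-PP1 full growth; inhibition rescues growth on 5-FOA so higher OD means more RAM inhibition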
# APP transl inh = APP translation inhibition; SH-SY5Y APP 5'UTR-luciferase reporter, luminescence; inhibition, % at 2 µM; 0.82% of 190,000 active;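 active = inhibition above a set limit, derived from the sample mean plus 3 SD, cut at about 45% in these data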; also: values of inactives mirror those of a sister screen read the other way
# APP 5'UTR act = APP 5'UTR luciferase reporter activation; SH-SY5Y APP 5'UTR luciferase reporter, luminescence; zero percent = DMSO vehicle wells; 1% of 190,000 active; activation, % at 2 µM; AID 1276;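 active = activation above a set limit, based on mean plus 3 SD of controls, cut at about 140% in these data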; also: values of inactives mirror those of a sister screen read the other way
# FLuc inhib CS = inhibits firefly luciferase, flagging false hits in luciferase inhibition screens. inhibition, % at 10 µM. 1.5% of 200,000 active. ATPLite firefly luciferase biochemical luminescence, 10 min;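 active = inhibition above about 50% when tested at 10 µM, limit read from the data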
# Target sequence (P08659 whole entry, looked up): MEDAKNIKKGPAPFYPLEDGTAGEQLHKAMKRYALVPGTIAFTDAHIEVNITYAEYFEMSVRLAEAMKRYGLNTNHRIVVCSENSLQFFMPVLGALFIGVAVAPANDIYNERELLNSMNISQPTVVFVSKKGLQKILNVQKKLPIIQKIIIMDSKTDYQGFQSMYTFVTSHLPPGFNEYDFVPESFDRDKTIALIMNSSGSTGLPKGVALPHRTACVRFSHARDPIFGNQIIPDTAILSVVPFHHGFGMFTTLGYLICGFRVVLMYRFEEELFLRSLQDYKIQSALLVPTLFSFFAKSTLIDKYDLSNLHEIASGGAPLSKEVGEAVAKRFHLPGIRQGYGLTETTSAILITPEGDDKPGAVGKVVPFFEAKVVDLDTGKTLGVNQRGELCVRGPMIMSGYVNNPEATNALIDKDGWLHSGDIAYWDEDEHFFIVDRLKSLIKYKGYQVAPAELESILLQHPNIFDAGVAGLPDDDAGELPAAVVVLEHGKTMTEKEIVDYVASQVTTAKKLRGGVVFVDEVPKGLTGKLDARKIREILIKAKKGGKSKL
# The depositor's hits bear a star; . = not tested or not shown. An unsorted share of the library; about 7.7% have a hit in one of these screens.
SMILES,STAT3 blocker,NF-kB expr up,STAT1 blocker,Hsp70 activator,STAT3 act,STAT1 activator,RAM inhibit,APP transl inh,APP 5'UTR act,FLuc inhib CS
Cc1cs/c(=N\N=C\c2cccc([N+](=O)[O-])c2)n1Cc1ccco1,10,1.2,3,-0.5,96,97,6.9,-4,4,-3
COc1ccc(CN2CCC(CO)(CCOc3ccccc3)CC2)cc1C,4,1.3,0,0.0,107,99,1.4,0,0,-4
Cc1[nH]c(=O)[nH]c(=O)c1S(=O)(=O)N1CCC(C(=O)N2CCN(Cc3ccccc3)CC2)CC1,-7,1.3,-3,-0.3,106,100,1.0,2,-2,-4
Cc1csc(NC(=O)CN2CCCCCC2)n1,4,1.2,-8,-0.2,100,107,1.5,-3,3,-8
O=C(NCc1cccs1)C1CCN(c2nccs2)CC1,2,1.6,-6,-0.1,101,105,0.7,-3,3,-2
S=c1[nH]nc(-c2ccccc2)n1/N=C/c1cccs1,1,1,6,-0.2,108,98,1.5,-11,11,0
CCOC(=O)/C(N)=C/c1ncc(C(F)(F)F)cc1Cl,12,1.1,-2,-0.3,95,102,0.7,-10,10,4
Cc1cc(C)cc(NC(=O)N2CCC(NC(=O)c3ccc(F)cc3)CC2)c1,11,0.94,4,-0.4,98,96,1.2,-5,5,0
COc1cc(NC(=O)CN2C(=O)c3ccccc3S2(=O)=O)c(OC)cc1Cl,8,1,-1,-0.3,99,101,3.3,.,.,-5
COc1ccc(NCC(=O)N2CCCC2)cc1Cl,-3,0.91,-13,0.4,104,111,2.1,-18,19,-5
CCOC(=O)N1CCC(NC(=O)CN2C(=O)CSc3ncccc32)CC1,-1,1.9,3,-0.2,100,95,1.5,-16,16,3
CCCC(CCC)=NNc1ccc(S(=O)(=O)Nc2ccccc2OC)cc1[N+](=O)[O-],7,0.77,0,-0.1,101,100,16*,4,-4,-3
O=[N+]([O-])c1cc(S(=O)(=O)Nc2ccccc2)ccc1NCc1ccccc1,-4,0.9,-3,-0.4,104,102,7.3,-6,6,-2
O=C(CNC(=O)c1ccccc1F)OCc1csc(-c2ccccc2)n1,-19,1.2,-23,-0.3,115,121,6.1,7,-7,-4
CC(=O)N1C(=O)N(C(C)=O)C2C1N(C)C(=O)N2C(C)=O (configuration not stated),2,1.2,-2,-0.1,102,100,-0.7,3,-3,-7
CC(=O)c1c(C)[nH]c(C2=NNC(=NCc3ccccc3)SC2)c1C,0,0.89,-7,0.0,108,104,0.9,-6,6,3
CCc1ccc(C(N)=S)cc1,4,1.1,2,-0.2,100,98,-0.2,4,-4,0
CS(=O)(=O)N1CCN(Cc2ccc([N+](=O)[O-])cc2)CC1,6,1.2,3,-0.5,97,95,0.4,-1,1,-8
Cc1ccc2onc(CC(=O)O)c2c1,-4,1,-8,-0.3,105,107,0.3,-5,5,-3
CC(=O)N1CN(CCCn2ccnc2)Cc2c1sc1c2CCCC1,10,1,-4,-0.4,96,103,-0.3,6,-6,-6
O=C(NCCc1ccc(Cl)cc1)C1CCN(S(=O)(=O)c2cccs2)CC1,-11,0.9,5,-0.2,108,95,-0.1,.,.,-6
COC(=O)N(C)c1ccccc1C(=O)N1CCOCC1,-15,1.1,0,-0.3,115,100,1.2,5,-5,-7
Cc1ccc(-n2nc(C)c(C3(O)C(=O)N(C(C)C)c4ccccc43)c2N)cc1 (configuration not stated),1,1.1,13,-0.4,102,89,0.7,-13,13,-8
Cc1ccc(S(=O)(=O)N2CCN(c3ccc(S(=O)(=O)N4CCOCC4)cn3)CC2)cc1,2,1.2,-2,0.0,101,102,1.0,8,-8,0
CCOC(=O)COc1cc(-n2c(=S)[nH]c3cc(OC)c(OC)cc3c2=O)c(Cl)cc1Cl,12,0.85,5,0.2,98,94,5.8,-4,4,0
Cc1ccc(C2C=NN(c3ccccc3)C2=O)cc1 (configuration not stated),-9,1.1,-13,0.1,111,110,2.9,-31,31,47
COc1ccccc1CC(=O)Nc1cc2oc3ccccc3c2cc1OC,29,1.5,-9,-0.2,83,108,4.6,-4,4,-3
CCOC(=O)COn1c(=O)c[n+]([O-])c2ccccc21,15,0.94,1,-0.2,90,99,0.5,-9,9,6
CCc1cc(CN2CCOCC2)c(NC(=O)c2ccccc2)s1,-46,1.3,-5,0.6,139*,104,0.5,-13,13,0
O=C(C[n+]1ccccc1)Nc1ccc(Oc2ccccc2)cc1,8,1.2,0,-0.2,96,98,-0.4,8,-8,-4

# Compound profiles (already shown). Screens in order: STAT3 blocker, NF-kB expr up, STAT1 blocker, Hsp70 activator, STAT3 act, STAT1 activator, RAM inhibit, APP transl inh, APP 5'UTR act, FLuc inhib CS
# Record of Cc1csc(NC(=O)CN2CCCCCC2)n1 : 4, 1.2, -8, -0.2, 100, 107, 1.5, -3, 3, -8
# Record of Cc1ccc(S(=O)(=O)N2CCN(c3ccc(S(=O)(=O)N4CCOCC4)cn3)CC2)cc1 : 2, 1.2, -2, 0.0, 101, 102, 1.0, 8, -8, 0
# Record of CC(=O)c1c(C)[nH]c(C2=NNC(=NCc3ccccc3)SC2)c1C : 0, 0.89, -7, 0.0, 108, 104, 0.9, -6, 6, 3

# Other records.
SMILES,STAT3 blocker,NF-kB expr up,STAT1 blocker,Hsp70 activator,STAT3 act,STAT1 activator,RAM inhibit,APP transl inh,APP 5'UTR act,FLuc inhib CS
OC1(c2ccccc2F)CCN(Cc2nnc(-c3ccccc3)o2)CC1,8,1.3,6,-0.3,102,95,2.1,-1,1,-1
Cc1ccc(C(=O)NC(=S)NCc2ccco2)cc1,9,1.6,-8,0.1,99,107,-1.6,-42,42,-2
O=C1CC(c2ccc(OCCCCCOc3ccc(C4CC(=O)NC4=O)cc3)cc2)C(=O)N1 (configuration not stated),2,0.42,5,-0.1,101,93,2.8,-1,1,-7
CCSc1ccccc1C(=O)N1CCN(c2ccccc2F)CC1,-2,0.84,1,0.1,105,97,0.8,4,-4,-7
O=C(O)CCc1ccc(-c2cccs2)n1NC(=O)c1ccc(O)cc1,2,1,-4,-0.1,100,102,1.3,-5,.,-5
CC(=O)Nc1ccccc1OCc1nnc(-c2cccs2)o1,2,1.4,-5,0.1,102,105,-0.3,0,0,0
Cc1cc(NC(=O)Nc2cccc3ccccc23)no1,19,1.2,-1,-0.3,89,101,2.7,6,-6,-1
CCCc1nn(C)c(C(=O)Nc2cccc(CC)c2)c1Cl,16,1.7,-14,-0.3,89,112,0.3,-15,15,-2
Cc1nnc(SCC(=O)Nc2ccccc2NC(=O)CSc2nnc(C)s2)s1,4,1.1,3,0.0,96,98,1.6,-9,9,-5
C/C(CC(=O)NCc1ccc(Cl)cc1)=N\NC(=O)c1ccccc1F,7,0.64,-24,0.3,100,121,0.0,-60,60,-5
O=c1c2cc(NC(=S)NCc3cccnc3)ccc2nc2n1CCCCC2,9,1.3,-6,-0.1,98,105,0.8,-39,39,4
Cc1ccc(C(=O)N2CCN(C(=O)c3ccco3)CC2)cc1NC(=O)c1ccco1,13,0.76,5,0.1,97,95,1.0,-8,8,-1
CCOc1ccc(N=C(/C(C(=O)C(=O)N2CCOCC2)=C(\O)c2ccccc2)c2ccccc2)cc1,9,2.1,-44,0.0,96,139*,0.7,-88,88,4
CN(C)/C=C/C(=O)/C=C/c1cn(-c2ncc(C(F)(F)F)cc2Cl)c2ccccc12,3,0.73,-2,-0.2,102,102,1.1,-12,12,0
O=C(CSc1ncnc2scc(-c3ccc(Cl)cc3)c12)NCc1ccc2c(c1)OCO2,19,1.1,3,0.2,89,97,1.8,.,.,-7
COC(=O)c1ccc(C(=O)Nc2cc(Cl)ccc2Cl)cc1NC(=O)c1ccccc1C,18,1.2,-10,0.1,90,109,4.5,-6,6,0
CCOc1ccc(NC(=O)CSCc2cnn(-c3ccccc3)c2-n2cccc2)cc1,0,1,7,-0.4,105,93,10*,0,0,-3
Cc1cc(C)n(C(=O)CSc2nnc(SCC(=O)n3nc(C)cc3C)s2)n1,10,1.5,-7,1.2,99,106,0.0,-6,6,-2
O=C(Cn1c(-c2ccccc2)noc1=O)NCc1ccccc1,6,1,0,-0.5,104,100,0.8,1,-1,3
CCc1ccc(-c2cc(C(F)(F)F)n3nc(C(=O)Nc4c(C)nn(Cc5ccccc5C)c4C)cc3n2)s1,16,0.79,-6,-0.5,91,106,2.1,-15,15,-5
COc1cc(NC(=O)CS(=O)(=O)c2ccc(C)cc2)cc(OC)c1OC,9,1,-1,-0.2,96,101,0.8,7,-7,-10
COC(=O)c1ccc(Cn2c(C)cc(C)[n+]2C)o1,0,0.81,6,-0.3,101,95,1.3,-9,9,0
CCOC(=O)C1=C(CSc2nc(-c3ccccc3)ccc2C#N)OC(N)=C(C#N)C1c1ccccc1 (configuration not stated),-6,1.9,-3,-0.2,102,102,8.6*,-76,76,-8
CCOC(=O)CNc1nc2ccccc2n2c(C)nnc12,24,1.2,-8,-0.1,85,106,3.9,5,-5,-3
COc1ccc(NS(=O)(=O)c2ccc(O)c(C(=O)OCC(=O)NC(C)C3CC4CCC3C4)c2)cc1 (configuration not stated),-2,1.1,-7,0.0,104,105,4.6,-41,41,-9
O=C(O)c1ccc(C(=O)Nc2cccc(NC(=O)C3CCCO3)c2)cc1 (configuration not stated),-2,1.3,3,-0.3,99,98,0.9,1,-1,-2
O=C(Nc1nccs1)C12CC3CC(C1)CC(C(=O)Nc1nccs1)(C3)C2,7,0.86,1,-0.3,97,99,1.1,-29,29,-5
CN(Cc1ccccc1)c1nc(CN2CCOCC2)nc2scc(-c3ccccc3)c12,-6,0.92,0,-0.4,102,103,-0.7,-3,3,-2
COc1ccc(NC(=S)N2CCCCCC2)cc1OC,4,1.1,9,0.0,102,90,1.8,-12,12,-3
O=C(Nc1ccccc1)Nc1ccc(Cl)c(S(=O)(=O)N2CCOCC2)c1,16,1.1,2,0.1,90,96,1.2,-1,1,0
Cc1cc(N2CCCC(C(=O)Nc3cccc4ccccc34)C2)n2ncnc2n1 (configuration not stated),1,0.91,10,-0.4,105,89,4.7,-7,7,-2
N#Cc1ccccc1Sc1ccccc1C(=O)OCC(=O)N1CCN(C(=O)c2ccco2)CC1,9,0.89,2,0.1,96,99,2.4,8,-8,-2
O=C(COC(=O)c1cccc(S(=O)(=O)N2CCc3ccccc32)c1)Nc1ncc(Cl)cc1Cl,-19,1.1,3,-0.3,119,98,3.0,9,-9,-7
CCCc1nnc(NC(=O)C(CC)OC(=O)c2cc(C)nc3ccccc23)s1 (configuration not stated),10,0.94,4,-0.3,101,96,-0.7,7,-7,-6
O=C1OCCC1Sc1nc2ccccc2c(=O)n1-c1ccc(F)cc1 (configuration not stated),1,1,0,-0.1,102,98,2.7,-20,20,-8
C[n+]1ccn(CC(=O)c2ccc(Br)cc2)c1,5,1.1,-1,-0.3,97,101,3.0,2,-2,-2
O=C(O)CCCC(=O)NCCCCc1ccccc1,3,1.2,-7,-0.5,100,106,-0.2,-11,11,-6
CC12CN3CC(C)(CN(C1)C3c1ccccc1Cl)C2O (configuration not stated),-2,1.1,1,-0.4,102,99,0.1,-6,6,-1
CC(C)C(=O)Nc1cccc(-c2nc3ccccc3c(=O)o2)c1,20,0.95,14,-0.2,84,93,2.9,1,-1,6
Cc1[nH]nc2c1C(c1ccccc1F)NC2=O (configuration not stated),5,0.9,2,-0.2,100,98,1.9,11,-11,-7
CCOC(=O)c1c(NC(=O)N/N=C/c2ccccc2OCC)sc(C(C)=O)c1C,14,1.1,0,-0.5,89,100,2.4,8,-8,-11

# Screening data deposited in PubChem by several laboratories.
